PAX8 inh HTS – lowers PAX8-driven luciferase in RMG-I cells | RMG-I TPO-luciferase reporter, SteadyGlo, 24 h | inhibition, % at 12.6 µM | AID 652154 | actives 1.2% (n = 360,000);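 active = mean replicate inhibition at least 60% with every replicate also reaching 60%; inconclusive = only one of the two criteria is met; inactive = mean below 60% and not all replicates reaching 60%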;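 also: luciferase light reporting Pax8 driven TPO promoter activity; plate controls were median of neutral control wells for no effect and mitoxantrone controls for full effect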
DENV2 CPE – inhibitors of DENV2 cytopathic effect | DENV2-infected cells, cytopathic effect rescue, plate reader | AID 651640 | actives 1.7% (n = 350,000) | CPE inhibition, % at 9.99 µM; in the data active = CPE inhibition above about 20%, passing the limit was not always enough; inconclusive = no clear call, values can overlap the other calls; tested in BHK-21 cells;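 also: 0% = median of neutral control wells and 100% = median of positive control wells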
F508del corr – CFTR F508del correction in bronchial cells; activity (quench increase), % at 7.58 µM; actives 0.36% (n = 350,000); CFBE cells, YFP halide quenching; stimulated with forskolin plus potentiator P3; % fluorescence drop versus neutral controls;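 active = mean added fluorescence quench of at least 8% versus neutral control, with both replicates also reaching 8%; inconclusive = only one of the mean or replicate conditions met; inactive = mean below 8% and not both replicates reaching 8%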;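 also: cells transiently co-express mutant CFTR-F508del with the halide-sensitive YFP; corrector assay measuring rescue of mutant channel to the surface after 24 h compound exposure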
INS-1E GSIS act – primary screen for activators of insulin secretion dependent on glucose, INS-1E cells, GLuc reporter luminescence; INS-1E GLuc reporter insulin secretion, 2-3 h; activation, % at 16.6 µM; actives 0.61% (n = 370,000); AID 743287;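 active = lowest replicate activation of at least 40%, so every replicate reaches that level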;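 also: 0% = median of neutral control wells and 100% = median of IBMX positive control wells; some compounds called inactive have numbers as strong as hits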
miR-122 sensor – miR-122 inhibition in Huh7 cells; AID 602342; actives 0.3% (n = 340,000); Huh7 miR-122 Renilla luciferase sensor, 48 h; neutral wells = 0, positive control = 100; activation (reporter increase), % at 12.5 µM;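 active = mean replicate activation score at least 90 and every replicate individually at or above 90; inconclusive = only one of the two criteria met; inactive = neither criterion met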;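 also: higher luciferase means less miR-122 activity so hits act as miR-122 inhibitors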
FN deposit inh – fibronectin deposition inhibition; AH1F fibroblasts, Alexa488-fibronectin deposition fluorescence, overnight; AID 743247; actives 0.086% (n = 350,000); inhibition, % at 12.6 µM;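 active = mean inhibition across replicates of 30% or more, regardless of how many single replicates reach that level; inconclusive = mean under 30% yet at least half of replicates reach 30%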;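 also: positive control wells lacked labelled fibronectin entirely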
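Material – AH1F fibroblast monolayer, labelled fibronectin deposition · Reagent – labelled fibronectin 24 nM · Timing – 1 h adhesion, overnight exposure · Measured by – fluorescence at 485 nm excitation, 525 nm emission · Read-out – inhibition of fibronectin deposition signal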
EWS-Fli inh – blocks EWS/Fli oncoprotein-driven transcription; A673 NR0B1-luciferase reporter, viability-normalised; inhibition, % at 12.6 µM; actives 0.67% (n = 350,000); AID 651661;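 active = mean inhibition of at least 50% after viability correction, with every replicate also passing that limit; inconclusive = mean reaches 50% but only one of two replicates passes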;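 also: firefly luciferase signal divided by Alamar Blue viability fluorescence both relative to DMSO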
Numbers without * were called inactive; ? = inconclusive; . = not tested or not shown; [ ] = another dose, or the depositor's remark.

SMILES	PAX8 inh HTS	DENV2 CPE	F508del corr	INS-1E GSIS act	miR-122 sensor	FN deposit inh	EWS-Fli inh
COc1ccccc1-c1ccc2c(c1)O[C@@H](CN(C)S(=O)(=O)c1ccc(C)cc1)[C@@H](C)CN([C@H](C)CO)S2(=O)=O	3	0	0.3	5	-1[16.7 µM]	.	-6
CCOC(=O)C1(CCc2ccccc2)CCN(C(=O)CN2C(=O)CSC2=O)CC1	-17	-2	-0.9	-7	-3	-4	-24
O=C(NC1CCCCC1)C(c1ccc(F)cc1)N(CCc1ccccc1)C(=O)CN1C(=O)c2ccccc2S1(=O)=O (centres undefined)	8	-2	.	.	0	-5	13
O=C(Nc1ccccc1C(=O)O)/C(=C/c1ccc([N+](=O)[O-])cc1)NC(=O)c1ccc(Br)o1	-4	-4	0.7	-5	.	.	-1
CN(C)C(=O)CN(C)S(=O)(=O)c1ccc(Cl)cc1	.	.	.	18	-5	-4	.
O=C(Nc1ccn(Cc2cccc3ccccc23)n1)c1cccnc1	1	7	2.8	-12	.	0	3
COc1ccc(OC)c(NC(=S)NCCSc2ccc(C)cc2)c1	-1	3	.	-10	.	2	-19
N#C[C@@H]1[C@@H](c2ccc(C3=CCCCC3)cc2)[C@H](CO)N1C(=O)NC1CCCCC1	11	2	-1.2	-36	.	4	7
Cc1nc(N)sc1N=Nc1ccccc1C(F)(F)F	-137	1	-3.0	-6	.	0	-77
Cc1ccc2c(COC(=O)c3ccccc3Cl)cc(=O)oc2c1	-124	-3	1.3	3	2	1	-33
O=C(Cn1cncn1)NCc1cccc(OC(F)F)c1	9	-5	-0.2	12	.	5	0
COc1cc(-c2noc(C)c2C#Cc2ccsc2)cc(OC)c1OC	52	4	11*	2	.	1	59*
CC(C)C#Cc1cnc2c(c1)C(=O)N([C@@H](C)CO)C[C@H](C)[C@H](CN(C)Cc1cccc(F)c1)O2	-11	-13	-2.6	-12	5[16.7 µM]	2	13
Cc1noc(C)c1NC(=O)N[C@@H]1C=C[C@H](CC(=O)N2CCN(C)CC2)O[C@H]1CO	-8	14	1.1	-8	.	.	0
COc1ccc2c3c([nH]c2c1)[C@@H](CO)N(C(=O)CC1CC1)CC31CN(Cc2ccncc2)C1	-11	?	-1.5	3	.	.	0
COC(=O)C1=C(C)N(Cc2ccccc2C(F)(F)F)C(=NCc2ccc3c(c2)OCO3)NC1c1ccccc1 (centres undefined)	4	-4	-0.1	-25	.	1	12
CC1(C(=O)NS(=O)(=O)c2ccccc2Cl)CCN1C(=O)c1cccc2ccccc12 (centres undefined)	-9	-19	-0.3	-20	.	4	7
CO[C@H]1CN(C)C(=O)c2ccc(NC(=O)Nc3ccccc3Cl)cc2OC[C@H](C)NC[C@@H]1C	-3	-1	3.4	-7	.	5	.
COc1cc(OC)cc(C(=O)NC(C(=O)NNC(=O)c2ccc(C)cc2)C(C)C)c1 (centres undefined)	6	?	-3.5	27	.	1	-16
C=CCn1c(SCC(=O)NC2CCCC2)nc2ccccc21	-4	?	1.8	2	1	-2	6
COc1ccc(C2C(C#N)=C(N)Oc3cccc(O)c32)cc1 (centres undefined)	18	1	2.2	12	-5	-6	13
C[C@H](CO)N1C[C@H](C)[C@@H](CN(C)C(=O)Cc2ccccc2)OCCCC[C@H](C)Oc2ccc(NS(=O)(=O)c3cn(C)cn3)cc2C1=O	-5	-7	0.0	1	5[16.7 µM]	.	-1
O=C(Nc1ccccn1)c1ccc(Br)c(S(=O)(=O)N2CCCC2)c1	-68	-6	-2.7	12	7	10	.
COc1ccc(N2CCN(c3cc(C)c4ccc(O)cc4n3)CC2)cc1	-11	0	1.5	-17	2	-2	-4
CO[C@@H]1CC[C@@H]2CCOc3c(C#N)cccc3C(=O)N(C)[C@H](C)C(=O)N(C)C[C@H]1O2	-4	1	.	12	.	13	-4
NS(=O)(=O)c1ccc(NC(=O)C(Sc2ccccc2)c2ccccc2)cc1 (centres undefined)	18	3	2.0	-28	-4	3	-2
FC(F)(F)c1ccccc1Cc1c(-c2ccc(Cl)cc2)nc2ccc(Cl)cn12	-55	-13	0.0	.	15	4	-93
CCNC(=O)C[C@@H]1CC[C@@H]2[C@H](COC[C@@H](O)CN2C(=O)C2CCCC2)O1	7	-12	-1.3	-1	-5[16.7 µM]	-4	-5
CC(C)(C)NC(=O)C(c1ccnc2ccccc12)n1c(=O)c(-c2ccco2)nc2ccccc21 (centres undefined)	4	2	-3.4	0	.	-3	8
Cc1cc(NC(=O)CCC(=O)N(c2ccccc2)C(C)C(=O)NC2CCCC2)no1 (centres undefined)	7	4	-2.5	-1	-7	0	2
Cc1cccc2sc(N(CCCN(C)C)C(=O)c3cc4ccccc4oc3=O)nc12	7	.	.	-16	-5	2	.
COCCN(C(=S)Nc1ccc(OC)cc1)C(C)c1cccs1 (centres undefined)	-6	-7	.	2	1	2	6
C=CCN1C(=O)NC(c2ccccc2)(C(F)(F)F)S/C1=C(\C#N)c1nnc(N2CCOCC2)n1-c1ccccc1 (centres undefined)	-4	-6	-1.8	-8	.	-2	-5
O=C(CCCCn1c(=O)[nH]c2ccsc2c1=O)NCCc1ccccc1	-23	5	-0.1	4	-1	5	-2
Cc1nnc(SCC(=O)Nc2ccc(N3CCOCC3)cc2)n1Cc1ccccc1	5	-1	2.1	-2	-5	-3	5
Cc1cccc(-c2ccc([C@@H]3[C@@H](CO)N4CCCCN(Cc5cncnc5)C[C@@H]34)cc2)c1	-20	7	1.5	-2	5[16.7 µM]	.	-1

Just PAX8 inh HTS, F508del corr and miR-122 sensor (five entries from above):
Compound	PAX8 inh HTS	F508del corr	miR-122 sensor
COc1cc(OC)cc(C(=O)NC(C(=O)NNC(=O)c2ccc(C)cc2)C(C)C)c1 (centres undefined)	6	-3.5	.
C=CCn1c(SCC(=O)NC2CCCC2)nc2ccccc21	-4	1.8	1
COc1ccc(C2C(C#N)=C(N)Oc3cccc(O)c32)cc1 (centres undefined)	18	2.2	-5
C[C@H](CO)N1C[C@H](C)[C@@H](CN(C)C(=O)Cc2ccccc2)OCCCC[C@H](C)Oc2ccc(NS(=O)(=O)c3cn(C)cn3)cc2C1=O	-5	0.0	5[16.7 µM]
O=C(Nc1ccccn1)c1ccc(Br)c(S(=O)(=O)N2CCCC2)c1	-68	-2.7	7

The listing continues:
SMILES	PAX8 inh HTS	DENV2 CPE	F508del corr	INS-1E GSIS act	miR-122 sensor	FN deposit inh	EWS-Fli inh
CS(=O)(=O)N(CC(=O)N1CCCCCC1)c1cccc(Cl)c1Cl	8	6	0.3	-7	-3	-1	11
C[C@H]1CN([C@@H](C)CO)C(=O)Cc2cc(NC(=O)CCCCCC(=O)Nc3ccccc3N)ccc2O[C@H]1CN(C)CC1CC1	17	12	1.1	1	.	.	31
CCC(C(=O)NC1CCCC1)n1c2ccccc2c2nc(=O)cc(C)n21 (centres undefined)	15	-5	-3.2	-12	-1	0	-2
O=C(NCC1CCCO1)c1ccc(CS(=O)(=O)c2ccc(Br)cc2)o1 (centres undefined)	-1	?	-0.6	-6	-7	2	0
CCn1c(=O)c2cc(C(=O)Nc3cc(C)on3)sc2c2ccccc21	-22	2	1.4	-3	-4	-1	-4
COc1cccc(-c2ccc3c(c2)O[C@H](CN(C)C(C)=O)[C@H](C)CN([C@H](C)CO)S3(=O)=O)c1	.	4	-3.3	18	-12[16.7 µM]	.	-3
COc1ccc(NC(=O)Nc2ccc3c(c2)C(=O)N([C@@H](C)CO)C[C@@H](C)[C@@H](CN(C)C(=O)NC(C)C)O3)cc1	-10	14	-0.2	-3	5[16.7 µM]	3	-8
COc1ccc([N+](=O)[O-])cc1NC(=O)CCN1CCN(C)CC1	5	12	1.4	7	.	3	5
CCN(CC)S(=O)(=O)c1ccc(Cl)c(C(=O)OCC(=O)c2c(N)n(C)c(=O)n(C)c2=O)c1	5	8	3.6	3	-5	-6	8
CC1Cc2nc(SCC(=O)N3CCOCC3)n(C)c(=O)c2S1 (centres undefined)	.	3	1.6	.	.	-11	5
COc1ccc(-c2csc3ncnc(Oc4cccc5ccc(C)nc45)c23)cc1	10	11	.	-2	.	5	22
Nc1nc(F)nc2c1ncn2[C@@H]1O[C@H](CO)[C@@H](O)[C@H]1O	108*	-24	.	.	-27	28	45
O=C1CN(C(=O)COC(=O)C2CCN(S(=O)(=O)c3ccccc3C(F)(F)F)CC2)c2ccccc2N1	-5	.	.	.	-1	-4	.
C[C@@H]1CCCCO[C@H](CN(C)C(=O)C2CCCCC2)[C@H](C)CN([C@@H](C)CO)C(=O)c2cc(NC(=O)NC3CCCCC3)ccc2O1	7	-1	0.8	-26	1[16.7 µM]	2	2
Cc1ccc(NC(=O)Cn2cnc3cc([N+](=O)[O-])ccc3c2=O)c(Cl)c1	15	-5	-2.1	28	.	3	5
Cc1ccc(C)c(NC(=O)NNC(=O)c2ccc3ccccc3c2O)c1	.	-8	2.2	0	6	-3	4
Cc1ccc(C(NC(=O)C2CCCCC2)c2c(O)ccc3ccccc23)cc1 (centres undefined)	14	0	.	-4	.	.	-1
CC(CNC(=O)c1cc(COc2c(F)cccc2F)on1)Oc1cccnc1 (centres undefined)	-1	-2	2.4	.	4	-4	-2
CCc1ccn2cc(-c3ccc4c(c3)OCO4)nc2c1	80*	8	2.3	3	4	-11	83*
CCCCc1ccc(S(=O)(=O)N2CCN(C(=O)c3ccco3)CC2)cc1	12	.	.	-21	6	5	.
C[C@@H]1CN([C@@H](C)CO)C(=O)c2cccc(NC(=O)c3nc4ccccc4s3)c2O[C@@H]1CN(C)S(=O)(=O)c1ccc(Cl)cc1	27	9	3.0	1	-3[16.7 µM]	5	-12
COc1ccc(C)cc1S(=O)(=O)N1CCCCCC1	1	7	2.3	3	89	-2	6
CC(=O)Nc1ccc(NC(=O)CSc2nnc(-c3cccs3)n2N)cc1	-1	60*	-5.1	-4	0	.	-10
CC(NC(=O)C1=CC=CN2CCS(=O)(=O)N=C12)c1ccc(Cl)cc1Cl (centres undefined)	7	0	-6.7	2	-10	3	-3

Looked up above.
Entry of O=C1CN(C(=O)COC(=O)C2CCN(S(=O)(=O)c3ccccc3C(F)(F)F)CC2)c2ccccc2N1 in FN deposit inh: -4
Entry of O=C(NCC1CCCO1)c1ccc(CS(=O)(=O)c2ccc(Br)cc2)o1 (centres undefined) in INS-1E GSIS act: -6

Carrying on.
SMILES	PAX8 inh HTS	DENV2 CPE	F508del corr	INS-1E GSIS act	miR-122 sensor	FN deposit inh	EWS-Fli inh
CCCNC(=O)Nc1ccc2c(c1)C(=O)N(C)C[C@H](OC)[C@H](C)CN(Cc1ccccc1)[C@@H](C)CO2	.	.	2.6	-13	12[16.7 µM]	-1	-8
COc1cc2oc(=O)cc(CN3CCN(C(C)=O)CC3)c2cc1Cl	-20	7	0.1	2	0	-4	-7
CCN(CC)c1ccc(/C=N/NC(=O)c2ccco2)c(O)c1	-19	9	35*	-10	.	18	-25
C[C@H](NC(=O)c1nc[nH]c1C(=O)N[C@@H](CCCCNC(=O)OC(C)(C)C)C(=O)OC(C)(C)C)C(=O)OC(C)(C)C	1	4	0.4	.	.	-10	8
Cn1cc(C(CC(=O)O)C(=O)O)c2ccccc21 (centres undefined)	.	-17	-0.2	4	-4	.	12
CC(C)N1CCN(S(=O)(=O)c2ccc3ccccc3c2)CC1	13	1	5.2	-2	.	-3	5
CC(C)NC(=O)N[C@@H]1CC[C@@H](CCn2cc(-c3ccc(F)cc3)nn2)O[C@@H]1CO	7	2	-0.6	18	.	.	-2
Cc1ccc(S(=O)(=O)N2CCCC(N3CCOCC3)C2)cc1Cl (centres undefined)	0	9	0.3	.	2	1	16
CCOc1ccc(S(=O)(=O)Nc2ccc(C(=O)N3CCCC3)cc2)cc1C(N)=O	-16	-7	1.3	.	-5	-6	5

Bioassay records: PubChem BioAssay, Broad Institute
